Screening data from PubChem.
GPR35 antagonists: inhibition of zaprinast-stimulated GPR35 beta-arrestin translocation – imaging, U2OS, beta-arrestin-GFP, zaprinast agonist, primary screen (AID 2058). 290,000 compounds, 0.052% hits. inhibition, % at 10 µM, or IC50 in µM where a hit was titrated. U2OS GPR35 beta-arrestin-GFP translocation imaging, zaprinast antagonism; higher % means a stronger effect;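 active = inhibition of at least 50% with at least 30 cells and total cytoplasm GFP at most 10,000,000; inconclusive = under 30 cells or total GFP of 10,000,000 plus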
Dengue-2 NS5 capping: flavivirus cap methylation enzyme inhibition – biochemical, confirmation dose response, primary screen (AID 588689) | Dengue-2 NS5 methyltransferase capping enzyme assay, biochemical; higher % means a stronger effect | inhibition, % at 25 µM; hits with a dose series show IC50 in µM | 340,000 compounds, 0.3% hits; in the data active = a potency from the dose series; inconclusive = inhibition above about 29% without an active follow-up result
SV40 large T antigen: SV40 large T antigen inhibitors, biochemical (AID 1903) | SV40 large T antigen ATPase/helicase inhibition assay; higher % means a stronger effect | one-dose inhibition, % at 20 µM; IC50 in µM for titrated hits | 310,000 compounds, 0.39% hits; in the data active = a potency from the dose series; inconclusive = inhibition mostly from about 32% at the one dose, without a potency; inactive = the rest, 99 in 100 with inhibition below about 32%; note: strong numbers were not always called active
Yfh1-depleted yeast: mitochondrial function rescue without frataxin homolog – Friedreich's ataxia, plus single-dose screen, dose response (AID 1465); S. cerevisiae Yfh1-off respiration, WST-1 reduction, 72 h; higher fold induction means a stronger effect; 220,000 compounds, 0.074% hits; fold induction at 50 µM; hits with a dose series show EC50 in µM;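 active = fold induction of absorbance versus untreated yeast above a set limit, then at least 30% activation at any dose in follow-up; inconclusive = repeats straddling the limit, or above it without dose testing; inactive = fold induction below the set limit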;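 note: activators that raise dye reduction in frataxin-depleted yeast; strong numbers were not always called active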
GPR55 beta-arrestin: selective activators of receptor GPR55 – imaging, U2OS cells, beta-arrestin-GFP redistribution, primary screen (AID 1961); U2OS GPR55 beta-arrestin-GFP redistribution imaging; higher % means a stronger effect; one-dose activation, % at 10 µM; EC50 in µM for titrated hits; 290,000 compounds, 0.048% hits;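 active = activation above 40% with more than 50 cells counted in the well; inconclusive = wells holding fewer than 50 cells, flagged as toxic or sparse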;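 note: U2OS osteosarcoma cells stably expressing GPR55 and beta-arrestin-GFP; plate controls were DMSO negative control for no effect and LPI positive control for full effect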
MgcRacGAP inhibition: MgcRacGAP GTPase-activating activity inhibitors, confirmation, biochemical, ADP Hunter fluorescence. MgcRacGAP-stimulated Rac1 GTP hydrolysis, ADP Hunter fluorescence; higher % means a stronger effect; GST-tagged Rac1 F28L mutant substrate. one-dose inhibition, % at 30 µM; IC50 in µM for titrated hits. 340,000 compounds, 0.6% hits. AID 624330;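 active = first-screen hits whose inhibition reached a set limit at any dose in the follow-up dose series; inconclusive = inhibition above the set first-screen limit but never retested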;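 note: fluorescence reports GDP produced by GAP-driven GTP hydrolysis; strong numbers were not always called active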
NTR1 ag: agonists of NTR1, primary screen, imaging, U2OS cells, beta-arrestin-GFP, high content (AID 493036); 330,000 compounds, 0.17% hits; activation, % at 20 µM; NTR1-U2OS beta-arrestin-GFP spot imaging, agonist mode;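 active = activation at or above 40% of the spot to cytoplasm intensity ratio, with at least 20 cells analyzed; inconclusive = wells under 20 cells, flagged as cytotoxic or low count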;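 note: 0% = DMSO without peptide and 100% = 100 nM NTR1 peptide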
Target sequence (P30989 whole entry, looked up): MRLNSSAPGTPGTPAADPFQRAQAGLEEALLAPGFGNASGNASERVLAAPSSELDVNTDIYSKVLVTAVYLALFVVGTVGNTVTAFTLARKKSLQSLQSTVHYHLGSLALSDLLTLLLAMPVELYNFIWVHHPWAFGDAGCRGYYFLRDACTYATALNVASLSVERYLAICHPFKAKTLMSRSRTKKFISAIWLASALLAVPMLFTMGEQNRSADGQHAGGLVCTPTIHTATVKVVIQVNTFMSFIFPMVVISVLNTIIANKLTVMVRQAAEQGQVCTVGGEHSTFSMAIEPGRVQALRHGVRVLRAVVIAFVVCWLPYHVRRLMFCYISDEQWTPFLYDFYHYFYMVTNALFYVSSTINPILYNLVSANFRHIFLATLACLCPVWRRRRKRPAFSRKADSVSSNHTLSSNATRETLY
AID2073: inhibitors of Mint1-CaV2.2 protein interaction, biochemical, HTRF (AID 2073); HTRF protein-protein interaction, Mint1-CaV2.2; higher % means a stronger effect; inhibition, % at 20 µM, or IC50 in µM where a hit was titrated; 290,000 compounds, 0.19% hits; in the data active = inhibition mostly above about 51%, no sharp cut-off; inconclusive = no clear call, values can overlap the other calls; inactive = mostly below about 53%; note: some results filed as inactive read as strong as hits
GPR55 LPI antagonism: inhibition of LPI-stimulated GPR55 beta-arrestin translocation – imaging, U2OS, beta-arrestin-GFP, LPI agonist, primary screen (AID 2013). 290,000 compounds, 0.13% hits. U2OS GPR55 beta-arrestin-GFP translocation imaging, LPI antagonism; higher % means a stronger effect. one-dose inhibition, % at 10 µM; IC50 in µM for titrated hits;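 active = spots per cell inhibited over 60%, with over 100 cells counted and total cytoplasm intensity under 500,000; inconclusive = wells with under 100 cells, flagged as likely toxic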;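 note: U2OS cells stably carrying GPR55 and arrestin-GFP stimulated by 5 µM LPI near EC80; imaged beta-arrestin-GFP aggregate spots per cell after agonist stimulation; plate controls were LPI-stimulated DMSO wells for no effect and DMSO wells without LPI for full effect; some results filed as inactive read as strong as hits; confirmed hits need IC50 under 10 µM and bright autofluorescent wells are also inconclusive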
NTR1 ag cell count 20 µM: further read-out of NTR1 ag, marked with its call; cell count; measured here: cell count, cytotoxicity flag
Dengue-2 NS5 capping pilot replicate: recorded beside Dengue-2 NS5 capping, whose call it bears; inhibition, %; measured here: pilot screen replicate inhibition
Numbers without * were called inactive; i = inactive; u = inconclusive; x = no result given.

SMILES	GPR35 antagonists	Dengue-2 NS5 capping	SV40 large T antigen	Yfh1-depleted yeast	GPR55 beta-arrestin	MgcRacGAP inhibition	NTR1 ag	NTR1 ag cell count 20 µM	AID2073	GPR55 LPI antagonism	others
CS(=O)(=O)c1ccccc1C(=O)Nc1ccc2sccc2c1	15%	-3%	10%	x	0.2%	10%	-0.1	57	11%	0%
CSC[C@H](NC(=O)COc1cc2c(c3oc(=O)cc(C)c13)CCC(C)(C)O2)C(=O)O	7%	-7%	-1%	x	-0.3%	9%	-0.6	26	30%	-9%
CCOC(=O)c1nnn(-c2nonc2N)c1CS(=O)(=O)c1ccccc1	5%	8%	2%	i	0.0%	3%	-0.2	38	6%	20%
Cc1ccc(-c2[nH]c3ccccc3c2SCCN)cc1	12%	-3%	8%	i	-0.3%	11%	4.9	53	1%	-11%
COC(=O)c1cn(NC(=O)Cc2cccc(C(F)(F)F)c2)c(=O)c2ccccc12	-8%	5%	19%	i	-0.1%	-4%	0.3	67	18%	-2%
Fc1ccccc1-c1nc(-c2ccc(Br)o2)no1	0%	-9%	18%	x	0.0%	6%	-0.4	44	9%	5%
COC(=O)c1cn(C(=O)c2cccs2)c2ccccc12	11%	-1%	8%	i	0.0%	-6%	5.0	68	-2%	0%
Cc1cccc(NC(=S)N2N=CCC2c2ccccc2)c1 (stereo not drawn)	7%	4%	12%	i	-0.1%	6%	0.8	85	-3%	-8%
CC(=O)CSc1nnc2cc(C)c3ccccc3n12	-1%	-1%	20%	i	-0.1%	15%	0.2	46	-6%	-3%
COc1ccccc1C(=O)NCCC(=O)N(C)CC(=O)Nc1ccc(Cl)cc1	x	-1%	13%	x	x	2%	0.9	43	x	x
CC(Sc1nc2c(cc1C#N)CCCCC2)C(=O)O (stereo not drawn)	-9%	x	13%	i	0.1%	x	0.0	83	5%	8%
CCOC(=O)n1c(=O)n(C)c2ccc(Br)cc21	-4%	-8%	5%	i	-0.5%	5%	0.0	41	10%	-3%
Cc1ccc(-n2nc(C)c3c(C)c(CCC(=O)NCC4CCCO4)c(=O)n(C)c32)cc1 (stereo not drawn)	-16%	0%	29%	x	-0.4%	-18%	1.6	58	2%	1%
O=C(CS(=O)c1ccc(Br)cc1)N1CCOCC1 (stereo not drawn)	-11%	-2%	22%	x	0.0%	7%	-0.6	71	6%	4%
O=C1CC(NCc2ccc(F)cc2)C(=O)N1c1ccccc1 (stereo not drawn)	-16%	-2%	4%	i	-0.1%	1%	-0.1	48	1%	-2%
CCN(CC)Cc1c(O)ccc2c(=O)c(-c3ccc4c(c3)OCCO4)coc12	3%	-1%	2%	i	-0.2%	0%	-1.6	42	23%	-3%
COc1ccccc1/C=C/C(=O)OCC(=O)Nc1ccccc1Sc1ccccc1	-9%	-6%	6%	i	-0.3%	16%	1.1	83	-3%	0%
CN(C(=O)CC1C(=O)NCCN1Cc1cccc(F)c1F)C1CCOCC1 (stereo not drawn)	3%	5%	-1%	x	-0.1%	7%	0.5	49	2%	5%
CCOC(=O)Cn1nnc(-c2cccc(OC)c2)n1	7%	3%	12%	i	-0.2%	-2%	-1.5	64	1%	11%
CCOc1ccc2cc(C3CC(c4ccco4)=NN3S(C)(=O)=O)c(Cl)nc2c1 (stereo not drawn)	17%	3%	8%	i	-0.3%	8%	2.1	71	-3%	7%
COc1cc(C(=O)OCC(=O)NC2CCCC2)cc(OC)c1OC	3%	-10%	-5%	x	-0.1%	6%	-0.3	68	-8%	2%
CCN1CCN(CC(=O)c2c[nH]c3ccc(C)cc23)CC1	-3%	-3%	10%	i	0.3%	8%	-0.5	58	6%	16%	Dengue-2 NS5 capping pilot replicate=2.1
COc1ccc(S(=O)(=O)N2CCC(C(=O)N[C@@H](C)C(=O)NC3CC3)CC2)cc1	-1%	0%	7%	x	0.2%	-8%	-1.2	54	2%	16%
C/C(=N\NC(=O)C(=O)Nc1cccc(Cl)c1)c1ccncc1	x	-7%	6%	i	0.1%	10%	-0.6	65	3%	2%
CCOc1ccc(CCNC(=O)CCc2nc(-c3ccc(OC)cc3)no2)cc1OCC	-6%	-1%	19%	i	0.3%	-3%	-0.9	74	8%	9%

Retrieved one by one from the list above, 3 records:
SMILES	GPR35 antagonists	Dengue-2 NS5 capping	SV40 large T antigen	Yfh1-depleted yeast	GPR55 beta-arrestin	MgcRacGAP inhibition	NTR1 ag	NTR1 ag cell count 20 µM	AID2073	GPR55 LPI antagonism	others
CCOc1ccc(CCNC(=O)CCc2nc(-c3ccc(OC)cc3)no2)cc1OCC	-6%	-1%	19%	i	0.3%	-3%	-0.9	74	8%	9%
CCOC(=O)Cn1nnc(-c2cccc(OC)c2)n1	7%	3%	12%	i	-0.2%	-2%	-1.5	64	1%	11%
C/C(=N\NC(=O)C(=O)Nc1cccc(Cl)c1)c1ccncc1	x	-7%	6%	i	0.1%	10%	-0.6	65	3%	2%

New compounds follow.
SMILES	GPR35 antagonists	Dengue-2 NS5 capping	SV40 large T antigen	Yfh1-depleted yeast	GPR55 beta-arrestin	MgcRacGAP inhibition	NTR1 ag	NTR1 ag cell count 20 µM	AID2073	GPR55 LPI antagonism	others
COc1cc(CCC(=O)Nc2ccc(C)c(S(=O)(=O)N(C)C)c2)cc(OC)c1OC	11%	-5%	4%	i	-0.2%	9%	4.6	71	5%	6%
COc1nnc(-c2ccc(C)cc2)c2ccccc12	7%	-4%	7%	x	-0.1%	1%	1.1	61	10%	13%
COc1ccc(CCNC2=NCCS2)cc1OC	3%	-4%	7%	i	-0.3%	9%	-0.5	51	2%	-6%
OC1(Cc2cc(-c3ccccc3)no2)CCN(CCCc2ccccc2)CC1	-12%	-6%	11%	x	-0.2%	7%	-0.5	82	43%	-6%	Dengue-2 NS5 capping pilot replicate=0.3
Cc1cc(Oc2ccc(=O)n(C)n2)nc(Oc2ccc(=O)n(C)n2)n1	12%	-5%	8%	i	-0.1%	8%	-1.1	33	-8%	-9%
CCc1ccc(NC(=O)CSc2nc(O)cc(=O)n2C2CCCC2)cc1	6%	26%	14%	i	-0.1%	-6%	0.0	40	2%	-1%
O=C(CSc1nc2ccccc2o1)N/N=C/c1ccc(O)c(O)c1	-6%	-2%	6.7µM*	i	-1.9%	u	2.6	65	-4%	0%
Cc1ccc2nc(N3CCN(C(=O)c4cccs4)CC3)c(C#N)cc2c1	-2%	-3%	9%	i	-0.2%	5%	-2.0	87	11%	27%
Cc1[nH]c2ccccc2c1C(=O)C(=O)NCc1ccco1	7%	-8%	1%	i	-0.1%	6%	-0.6	76	-1%	4%
COc1cc(-c2c(NC(=O)c3ccco3)oc3c(C)cccc3c2=O)cc(OC)c1OC	4%	-5%	3%	x	-0.2%	1%	-1.6	55	21%	-3%
Cc1cc(C)n2nc(SCc3ncc(-c4ccccc4)o3)nc2n1	0%	-6%	-35%	i	-0.2%	7%	-2.4	79	-12%	-12%
CC(CNC(=O)C(=O)NC(C)CCc1ccccc1)Cc1ccccc1 (stereo not drawn)	28%	1%	6%	i	-0.1%	-3%	1.3	57	10%	-5%
Cc1ccc(-c2nc(CSCC(=O)N3CCCC3)c(C)o2)cc1	-2%	2%	2%	i	0.0%	2%	2.5	79	-1%	4%	Dengue-2 NS5 capping pilot replicate=0.6
CCOc1ccc(NC(=O)Nc2cnccn2)cc1	6%	13%	3%	i	0.8%	-8%	1.6	81	-4%	8%
O=C(O)CNS(=O)(=O)c1ccc2c3c(cccc13)C(=O)N2	-4%	2%	15%	x	-0.2%	4%	-0.7	55	43%	-11%
Cc1nc2ccc(S(=O)(=O)NCC(=O)N(C)Cc3ccccc3)cc2s1	-3%	-2%	7%	i	-0.3%	7%	0.3	32	-11%	7%
Cc1cc(N2CCC(C(=O)N3CCN(c4cccc(C)c4C)CC3)CC2)n2ncnc2n1	-7%	-3%	1%	i	-0.2%	7%	1.5	63	-1%	-10%
Cc1nn(-c2ccc(Cl)cc2)c2sc(C(=O)N3CCN(c4ccccn4)CC3)cc12	23%	-4%	6%	i	0.3%	14%	5.3	39	-2%	6%
O=C(CCCN1C(=O)S/C(=C\C=C\c2ccccc2)C1=O)Nc1ccc(C(=O)O)cc1	1.3µM*	2%	15%	x	0.3%	0%	1.3	61	2%	-3%
Cc1c(NC(=O)CN2C(=O)NC3(CCCC3)C2=O)c(=O)n(-c2ccccc2)n1C	-13%	-4%	22%	i	0.0%	7%	-0.5	61	-5%	6%
CCN(CC)S(=O)(=O)c1cccc(-c2nnc(SC(C)C#N)n2Cc2ccccc2)c1 (stereo not drawn)	18%	0%	2%	i	-0.2%	5%	-1.1	52	2%	12%
CCCCN(C(=O)c1cccc(S(=O)(=O)N2CCN(C)CC2)c1)c1c(N)n(CCCC)c(=O)[nH]c1=O	x	-6%	16%	x	x	1%	-0.7	83	x	x
COCCNC(=O)c1oc2ccc3c(c2c1C)C(O)CC(C)(C)O3 (stereo not drawn)	-8%	-3%	-1%	x	0.3%	0%	-0.6	98	11%	8%
Cc1cccc(C)c1NC(=O)CN(C)C(=O)COc1cccc2c1OC(C)(C)C2	x	-4%	15%	x	x	-3%	-1.6	50	x	x
CCN(CC)CCCNC(=O)c1cn(CC)c2cc(N3CCN(C(=O)c4ccco4)CC3)c(F)cc2c1=O	-14%	-12%	1%	x	0.7%	15%	0.3	60	18%	16%
O=C(Nc1cccc(-c2cccc(Cl)c2)c1)C1CCN(C2CCC2)CC1	-3%	-2%	6%	x	0.6%	11%	12	38	-6%	-1%
O=C(Oc1ccc(/C=N/NC(=O)c2ccccn2)cc1)c1cccc(Br)c1	-3%	-3%	16%	x	-0.1%	10%	1.8	62	60%	6%
O=C(c1ccc(COc2ccccc2Cl)o1)N1CCOCC1	0%	-5%	4%	x	-0.2%	10%	1.0	63	u	10%
CCn1c(=O)c2c3c(sc2n2c(SCc4ccc(F)cc4)nnc12)CCCC3	x	-6%	23%	x	x	2%	7.3	52	x	x
O=C(NCCOC(=O)c1ccc(S(=O)(=O)N2CCOCC2)cc1)c1cccnc1	-1%	-3%	0%	i	0.2%	16%	3.8	34	-10%	8%
